USP1-UAF1 inh: inhibitors of human USP1/UAF1 deubiquitinase. O94782. recombinant USP1/UAF1, Ub-Rhodamine cleavage fluorescence. Potency, µM (titrated, usually from 57.1 µM), for the others: top-dose activity change, negative = inhibition, usual class: inhibitors. 390,000 tested, 0.23% active; further: potency means the concentration at half of the fitted maximal effect; on the % scale 0 is the no-effect control and ±100 the full control effect; nearly all actives have a fitted effect of over 60% in size; inactives centre near -12
Target sequence (O94782 whole entry, looked up): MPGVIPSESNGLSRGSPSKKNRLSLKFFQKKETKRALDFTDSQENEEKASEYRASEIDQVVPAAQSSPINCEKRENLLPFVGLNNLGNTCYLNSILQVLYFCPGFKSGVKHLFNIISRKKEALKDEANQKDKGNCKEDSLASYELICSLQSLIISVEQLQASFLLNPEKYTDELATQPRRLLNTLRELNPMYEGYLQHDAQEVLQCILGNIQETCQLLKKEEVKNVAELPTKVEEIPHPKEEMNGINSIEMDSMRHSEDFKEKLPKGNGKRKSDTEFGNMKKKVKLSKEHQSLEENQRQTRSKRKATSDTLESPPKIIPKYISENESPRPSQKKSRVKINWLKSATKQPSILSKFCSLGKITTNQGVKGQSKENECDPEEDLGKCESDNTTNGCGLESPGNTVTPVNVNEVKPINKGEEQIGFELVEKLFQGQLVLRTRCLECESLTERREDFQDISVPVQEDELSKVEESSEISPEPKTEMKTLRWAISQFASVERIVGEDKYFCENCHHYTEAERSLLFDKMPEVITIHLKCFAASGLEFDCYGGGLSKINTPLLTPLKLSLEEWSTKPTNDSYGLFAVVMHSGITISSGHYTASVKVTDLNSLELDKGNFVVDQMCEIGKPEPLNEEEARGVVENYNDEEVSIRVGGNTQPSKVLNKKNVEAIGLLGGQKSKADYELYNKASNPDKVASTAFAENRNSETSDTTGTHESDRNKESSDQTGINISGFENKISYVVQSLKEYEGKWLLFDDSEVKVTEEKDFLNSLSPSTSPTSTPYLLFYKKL
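1 nM enzyme complex + cpd, 15 min RT; start with Ub-Rho 150nM final; kinetic fluorescence ex 480/em 540, 6 reads q60 s. Buffer 50mM HEPES pH 7.8, 0.5mM EDTA, 0.1 mg/ml BSA, 1mM TCEP, 0.01% Tween-20.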
TrxR1 substrate: substrates of rat thioredoxin reductase 1. purified TrxR1 substrate turnover, NADPH consumption readout. 390,000 tested, 0.01% active. Potency, µM (titrated, usually from 114 µM), for inactives: top-dose activity change, negative = substrate turnover. AID 588456; further: potency means the concentration at half of the fitted maximal effect; on the % scale 0 is the no-effect control and ±100 the full control effect; nearly all actives have a fitted effect of over 50% in size
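Rat TrxR1, dispensed at 90 nM, was prereduced with 400 uM NADPH (final) for 5 min at ~22 deg C, then incubated with compound 15 min before 400 uM selenite. A first-read NADPH fluorescence drop versus no-compound background flagged substrates.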
Glioma ERSR ind: inducers of ER stress response in human glioma cells. U87-MG GRP78 promoter luciferase reporter, 16 h. Potency, µM, without a hit: at the top dose activation, hits mostly activators. 420,000 tested, 0.02% active; further: potency means the concentration at half of the fitted maximal effect; series mostly up to about 76 µM; % of control where 0% means no effect; nearly all actives have a fitted effect of over 35% in size
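ERSR induction read as luciferase luminescence (Bright-Glo, 10 min at room temperature) in stably transfected human U87-MG glioma cells exposed to compounds for 16 h, using GRP78 as sensor.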
TrxR1 inh: rat TrxR1 inhibition | O89049 | AID 588453 | Potency, µM (titrated, usually from 114 µM), without a hit: at the highest dose activity change, negative = inhibition, hits mostly inhibitors | recombinant rTrxR1, NADPH fluorescence consumption, selenite substrate | 390,000 tested, 1% active; further: potency means the concentration at half of the fitted maximal effect; on the % scale 0 is the no-effect control and ±100 the full control effect; nearly all actives have a fitted effect of over 65% in size
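Rat TrxR1 (90 nM in the dispensed reagent) was pre-reduced with 400 uM NADPH for 5 min at room temperature, then incubated with compound for 15 min. After 400 uM selenite was added, NADPH fluorescence (Ex 340/Em 450 nm) was followed for 8 min.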
Vif-APOBEC3F blk: inhibitors of Vif-A3F interaction. Potency, µM (top dose mostly 46.1 µM), inactives show top-dose activity, negative = active. 390,000 tested, 0.2% active. HeLa A3F-eYFP + Vif (tagged APOBEC3F with the HIV-1 protein that degrades it), YFP fluorescence increase. AID 602313; further: potency means the concentration at half of the fitted maximal effect; % of control where 0% means no effect; nearly all actives have a fitted effect of over 65% in size
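HeLa cells stably expressing Vif plus C-terminally eYFP-tagged A3F were seeded, incubated overnight at 37 deg C, dosed with compound, incubated overnight again at 37 deg C. Yellow fluorescence (Ex 488/Em 500-530) reported blocked Vif-mediated A3F-eYFP degradation.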
Vif-APOBEC3G blk: Vif-A3G binding inhibition. Q9HC16. HeLa A3G-eYFP + Vif (tagged APOBEC3G with the HIV-1 protein that degrades it), YFP fluorescence, overnight. Potency, µM (titrated, usually from 46.1 µM), inactives show top-dose activity, negative = active, most hits filed as inhibitors. 410,000 tested, 0.076% active;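 further: potency means the concentration at half of the fitted maximal effect; on the % scale 0 is the no-effect control and ±100 the full control effect; nearly all actives have a fitted effect of over 60% in size; hits raise eYFP signal because A3G escapes Vif-driven loss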
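Read-out is eYFP fluorescence (Ex 488/Em 500-530) from Vif-expressing HeLa A3G-eYFP cells; more signal means A3G escaped Vif-mediated degradation. Cells plated overnight, compound pinned in, incubated overnight at 37 deg C.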
mIDH1 inhibitor: blocks human mutant IDH1 R132H enzyme. O75874. IDH1-R132H enzyme, NADPH consumption, diaphorase/resazurin fluorescence. Potency, µM (titrated, usually from 76.6 µM), inactives show at the top dose activity change, negative = inhibition, usual class: inhibitors. 390,000 tested, 0.093% active; further: potency means the concentration at half of the fitted maximal effect; on the % scale 0 is the no-effect control and ±100 the full control effect; nearly all actives have a fitted effect of over 65% in size
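IDH1-R132H (0.5 ug/mL) preincubated 30 min with compound, then NADPH (0.016 mM) and alpha-KG (2 mM) added; 80 min at RT, pH 7.5. Remaining NADPH coupled via diaphorase/resazurin to fluorescence (540/590 nm); concentration-response curves normalized to no-enzyme control.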
LDHA inh: LDHA (human) enzyme inhibition; P00338; purified LDHA, NADH/diaphorase-resazurin fluorescence; stronger effect = lower value; activity change, % (values are at about 110 or 230 µM); 480,000 tested, 0.15% active; in the data active means activity change below about -30%; inconclusive means mostly about -25% to -30%;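 further: plate controls were DMSO wells for no effect and wells without enzyme for full effect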
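Resorufin fluorescence (ex540/em590), read at 0 and 20 min after diaphorase/resazurin addition, reports the NADH left after a 5 min room-temperature reaction of 2 nM human LDH5 with 0.06 mM NADH and 0.2 mM pyruvate.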
RGS4 inhibitor: blocks human RGS4-accelerated GTP hydrolysis. Transcreener GDP fluorescence polarization, RGS4-accelerated GTP hydrolysis. Potency, µM (titrated, usually from 114 µM), for the others: at the highest dose activity change, negative = inhibition, usual class: inhibitors. 390,000 tested, 0.039% active. AID 504845; further: potency means the concentration at half of the fitted maximal effect; on the % scale 0 is the no-effect control and ±100 the full control effect; nearly all actives have a fitted effect of over 75% in size; some results filed as inactive show a strong effect at the top dose
Target sequence (P49798 whole entry, looked up): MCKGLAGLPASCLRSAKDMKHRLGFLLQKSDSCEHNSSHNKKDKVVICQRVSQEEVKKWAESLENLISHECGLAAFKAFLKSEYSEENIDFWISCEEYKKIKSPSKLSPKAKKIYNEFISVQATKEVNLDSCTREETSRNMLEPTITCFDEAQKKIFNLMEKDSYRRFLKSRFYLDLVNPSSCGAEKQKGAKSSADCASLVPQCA
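MLSMR compounds (23 nl, pin-transferred) preincubated 10 min at room temperature with a 500nM (2x) first reagent, then RGS4 at 900nM (2x) plus Transcreener GDP mix added; fluorescence polarization (620/688 nm) read before and after 90 min at 30 °C.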
The depositor's hits bear a star; [ ] = remark or other dose. Unless noted, the call rests on the fitted dose curve; in most records, active means well fitted curve in the direction sought with a large enough effect; inconclusive means small, poorly fitted or top-dose-only effect, or another doubt; inactive means no such curve, though single readings can be large; an effect the other way counts as inactive or inconclusive.

Cc1ccc(C(=O)NC(=S)Nc2ccccc2N2CCCC2)cc1[N+](=O)[O-] was read as USP1-UAF1 inh inconclusive, TrxR1 substrate -14%, Glioma ERSR ind -2%, TrxR1 inh -19%, Vif-APOBEC3F blk 2%, Vif-APOBEC3G blk -8%, mIDH1 inhibitor 8%, LDHA inh -7 and RGS4 inhibitor -35%.
Cc1ccccc1Cn1cc(C)c(=O)[nH]c1=O was read as USP1-UAF1 inh -5%, TrxR1 substrate 1%, Glioma ERSR ind -4%, TrxR1 inh 4%, Vif-APOBEC3F blk 2%, Vif-APOBEC3G blk 7%, mIDH1 inhibitor 10%, LDHA inh -5 and RGS4 inhibitor 5%.
Screening Cc1ccc(C(=O)Oc2cc(C)n(C)c(=O)c2)cc1 returned USP1-UAF1 inh 1%, TrxR1 substrate -10%, Glioma ERSR ind -3%, TrxR1 inh 11%[57.1 µM], Vif-APOBEC3F blk -7%, Vif-APOBEC3G blk 0%, mIDH1 inhibitor 4%, LDHA inh 0 and RGS4 inhibitor -25%.
O=[N+]([O-])c1ccc(C[n+]2cccc(O)c2)cc1 was read as USP1-UAF1 inh -4%, TrxR1 substrate 2%, Glioma ERSR ind -3%, TrxR1 inh 8%, Vif-APOBEC3F blk 3%, Vif-APOBEC3G blk 2%, mIDH1 inhibitor 0%, LDHA inh 0 and RGS4 inhibitor -12%.
For COc1ccc(NC(=O)c2ccc(-n3nc(C)cc3C)cc2)cc1OC the results were USP1-UAF1 inh 0%, TrxR1 substrate -1%, Glioma ERSR ind 9%, TrxR1 inh 8%, Vif-APOBEC3F blk -14%, Vif-APOBEC3G blk -5%, mIDH1 inhibitor 1%, LDHA inh 2 and RGS4 inhibitor 4%.
Screening CN(C)c1cccc(C(=O)OCCCC(=O)c2ccc(F)cc2)c1 returned USP1-UAF1 inh -9%, TrxR1 substrate -9%, Glioma ERSR ind 3%, TrxR1 inh -21%, Vif-APOBEC3F blk 2%, Vif-APOBEC3G blk -2%, mIDH1 inhibitor 6%, LDHA inh -2 and RGS4 inhibitor -16%.
Screening COc1ccccc1NC(=O)CSc1nnnn1-c1ccccc1F returned USP1-UAF1 inh -2%, TrxR1 substrate -3%, Glioma ERSR ind -1%, TrxR1 inh -1%, Vif-APOBEC3F blk 4%, Vif-APOBEC3G blk 0%, mIDH1 inhibitor 0%, LDHA inh -8 and RGS4 inhibitor -46%.
Screening COc1cc(NC(=O)c2ccco2)c(OC)cc1NC(=O)CSc1ncc(-c2ccc(F)cc2)[nH]1 returned USP1-UAF1 inh -19%, TrxR1 substrate 43%[activator], Glioma ERSR ind -2%, TrxR1 inh 20%, Vif-APOBEC3F blk 1%, Vif-APOBEC3G blk 1%, mIDH1 inhibitor 3%, LDHA inh -7 and RGS4 inhibitor -14%.
`CC1=C(N2CCCCC2)CCC1=O` gave USP1-UAF1 inh -10%, TrxR1 substrate 8%[57.1 µM], Glioma ERSR ind -5%, TrxR1 inh 7%[57.1 µM], Vif-APOBEC3F blk 6%, Vif-APOBEC3G blk 2%, mIDH1 inhibitor 0%, LDHA inh -4 and RGS4 inhibitor 13%.
`C/C(=N/NC(=O)CNC(=O)CCc1ccccc1)c1ccc(Cl)c(Cl)c1` gave USP1-UAF1 inh -18%, TrxR1 substrate 2%, Glioma ERSR ind 6%, TrxR1 inh 33%, Vif-APOBEC3F blk 1%, Vif-APOBEC3G blk -2%, mIDH1 inhibitor 1%, LDHA inh -2 and RGS4 inhibitor 6%.
Screening N#Cc1ccccc1OCC(=O)OCC(=O)NCc1ccc2c(c1)OCO2 returned USP1-UAF1 inh 1%, TrxR1 substrate 2%, Glioma ERSR ind 1%, TrxR1 inh 13%, Vif-APOBEC3F blk -2%, Vif-APOBEC3G blk -5%, mIDH1 inhibitor -7%, LDHA inh -5 and RGS4 inhibitor 9%.
`COCC(C)NS(=O)(=O)c1ccc(C(=O)NCCCn2ccc3ccccc32)cc1` (stereo unspecified) gave USP1-UAF1 inh -14%, TrxR1 substrate 2%, Glioma ERSR ind 0%, TrxR1 inh 23%, Vif-APOBEC3F blk -2%, Vif-APOBEC3G blk 1%, mIDH1 inhibitor 0%, LDHA inh 1 and RGS4 inhibitor 6%.
For O=C(OCC(=O)N1CCOCC1)c1cc(F)c(F)cc1Cl the results were USP1-UAF1 inh -18%, TrxR1 substrate 5%, Glioma ERSR ind -5%, TrxR1 inh 21%, Vif-APOBEC3F blk 6%, Vif-APOBEC3G blk -1%, mIDH1 inhibitor 8%, LDHA inh -8 and RGS4 inhibitor 7%.
For CCOCC(=O)Nc1nnc(Cc2ccc(OC)c(OC)c2)s1 the results were USP1-UAF1 inh -1%, TrxR1 substrate -11%, Glioma ERSR ind -3%, TrxR1 inh -16%, Vif-APOBEC3F blk -3%, Vif-APOBEC3G blk 2%, mIDH1 inhibitor -4%, LDHA inh 4 and RGS4 inhibitor -15%.
For Cc1cc(NC(=O)CC(C)C)c(=O)n(Cc2cccc(F)c2)c1 the results were USP1-UAF1 inh inconclusive, TrxR1 substrate -3%, Glioma ERSR ind -1%, TrxR1 inh -20%, Vif-APOBEC3F blk 11%, Vif-APOBEC3G blk -1%, mIDH1 inhibitor 1%, LDHA inh 1 and RGS4 inhibitor -6%.
COc1ccccc1NS(=O)(=O)c1cccc(C(=O)NCC(c2ccco2)N2CCCC2)c1 (stereo unspecified) was read as USP1-UAF1 inh 1%, TrxR1 substrate -1%, Glioma ERSR ind 0%, TrxR1 inh 1%, Vif-APOBEC3F blk 13%, Vif-APOBEC3G blk 0%, mIDH1 inhibitor 0%, LDHA inh -6 and RGS4 inhibitor -14%.
Cc1ccc(-n2c(C)cc(C(=O)COC(=O)C3=NNC(=O)CC3)c2C)cc1 was read as USP1-UAF1 inh -20%, TrxR1 substrate 3%, Glioma ERSR ind -11%, TrxR1 inh -6%, Vif-APOBEC3F blk 3%, Vif-APOBEC3G blk 0%, mIDH1 inhibitor 0%, LDHA inh -5 and RGS4 inhibitor -6%.
`Cc1ccc(S(=O)(=O)N2CCC(C(=O)Nc3ccccc3N3CCCC3)CC2)cc1` gave USP1-UAF1 inh -18%, TrxR1 substrate -7%, Glioma ERSR ind 1%, TrxR1 inh -1%, Vif-APOBEC3F blk 4%, Vif-APOBEC3G blk 2%, mIDH1 inhibitor 6%, LDHA inh 0 and RGS4 inhibitor -5%.
`Nc1c(C2=NCCO2)nnn1Cc1ccccc1` gave USP1-UAF1 inh -11%, TrxR1 substrate -4%, Glioma ERSR ind -3%, TrxR1 inh 5%, Vif-APOBEC3F blk 3%, Vif-APOBEC3G blk 5%, mIDH1 inhibitor 1%, LDHA inh -10 and RGS4 inhibitor 37%.
`COc1ccc(C2CC(=O)c3c([nH]c(C(=O)OC4CCCCCC4)c3C)C2)cc1OC` (stereo unspecified) gave USP1-UAF1 inh -11%, TrxR1 substrate -3%, Glioma ERSR ind -4%, TrxR1 inh 5%, Vif-APOBEC3F blk 0%, Vif-APOBEC3G blk 5%, mIDH1 inhibitor 0%, LDHA inh 0 and RGS4 inhibitor -5%.
Screening COc1ccc(C2CC(c3ccc4ccccc4c3)=NN2C(=O)CNC2CCCCC2)cc1 (stereo unspecified) returned USP1-UAF1 inh -11%, TrxR1 substrate 6%, Glioma ERSR ind -11%, TrxR1 inh 14%, Vif-APOBEC3F blk 6%, Vif-APOBEC3G blk -7%, mIDH1 inhibitor 0%, LDHA inh -9 and RGS4 inhibitor -44%.
Screening CCOC(=O)N1CCC(NC(=O)Cn2cc3c(n2)CCC(C)C3)CC1 (stereo unspecified) returned USP1-UAF1 inh -18%, TrxR1 substrate 5%, Glioma ERSR ind -1%, TrxR1 inh 12%[0.457 µM], Vif-APOBEC3F blk -6%, Vif-APOBEC3G blk -4%, mIDH1 inhibitor 2%, LDHA inh -6 and RGS4 inhibitor -8%.
Nc1nc(NC(=O)c2cccnc2)nn1-c1ccccc1 was read as USP1-UAF1 inh -15%, TrxR1 substrate -3%, Glioma ERSR ind 1%, TrxR1 inh -7%, Vif-APOBEC3F blk -3%, Vif-APOBEC3G blk -3%, mIDH1 inhibitor 7%, LDHA inh -3 and RGS4 inhibitor 9%.
For Cc1ccsc1CN(C(=O)c1ccc(OCC(C)C)cc1)C1CCS(=O)(=O)C1 (stereo unspecified) the results were USP1-UAF1 inh -11%, TrxR1 substrate -7%, TrxR1 inh 8%, LDHA inh -1 and RGS4 inhibitor 2%.
For Cn1c2ccc(F)cc2c2ncn(Cc3ccco3)c(=O)c21 the results were USP1-UAF1 inh -11%, TrxR1 substrate 32%[activator], Glioma ERSR ind -4%, TrxR1 inh -4%, Vif-APOBEC3F blk -6%, Vif-APOBEC3G blk -2%, mIDH1 inhibitor 1%, LDHA inh -5 and RGS4 inhibitor -46%.

Screening data deposited in PubChem by National Center for Advancing Translational Sciences (NCATS).

This is a subset (hit frequency here may not be typical).
